BAP1 inh: blocks human BAP1 ubiquitin-AMC hydrolysis; recombinant BAP1, Ub-AMC hydrolysis fluorescence kinetic; active compounds read low; hit rate 0.48% among 72,000; Q92560; activity remaining (% of control), % at 20 µM;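 active = activity remaining at or below 50% of control, provided the compound also passes the data quality filters; inactive = the rest, including low values that fail the filters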;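 also: 100% = DMSO wells rate and 0% = substrate alone blank rate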
Target sequence (Q92560 whole entry, looked up): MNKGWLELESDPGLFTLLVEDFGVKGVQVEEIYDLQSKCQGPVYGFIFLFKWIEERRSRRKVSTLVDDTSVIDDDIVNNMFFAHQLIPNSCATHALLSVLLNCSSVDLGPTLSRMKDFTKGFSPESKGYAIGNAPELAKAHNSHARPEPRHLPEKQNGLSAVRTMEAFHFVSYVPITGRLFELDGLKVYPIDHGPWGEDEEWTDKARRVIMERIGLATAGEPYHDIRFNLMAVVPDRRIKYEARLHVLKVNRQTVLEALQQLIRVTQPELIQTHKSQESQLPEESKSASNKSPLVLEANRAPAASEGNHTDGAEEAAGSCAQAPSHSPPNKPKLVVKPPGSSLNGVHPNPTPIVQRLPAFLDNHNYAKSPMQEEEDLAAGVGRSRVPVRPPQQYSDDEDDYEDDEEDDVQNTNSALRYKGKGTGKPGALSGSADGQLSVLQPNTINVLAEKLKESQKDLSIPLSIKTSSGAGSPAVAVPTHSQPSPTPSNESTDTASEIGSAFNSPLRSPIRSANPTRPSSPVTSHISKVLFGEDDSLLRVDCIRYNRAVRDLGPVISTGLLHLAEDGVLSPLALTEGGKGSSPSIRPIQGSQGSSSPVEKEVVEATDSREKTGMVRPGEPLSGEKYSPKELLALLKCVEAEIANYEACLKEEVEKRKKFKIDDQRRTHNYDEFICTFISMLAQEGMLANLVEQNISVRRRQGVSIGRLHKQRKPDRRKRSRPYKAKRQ
HePTP inhibitor: blocks human HePTP tyrosine phosphatase; inhibition, % at 20 µM; hit rate 0.64% among 110,000; AID 521; recombinant HePTP phosphatase activity, OD absorbance; in the data active = inhibition above about 50%;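 also: plate controls were vehicle for no effect and reference inhibitor for full effect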
Target sequence (P35236 whole entry, looked up): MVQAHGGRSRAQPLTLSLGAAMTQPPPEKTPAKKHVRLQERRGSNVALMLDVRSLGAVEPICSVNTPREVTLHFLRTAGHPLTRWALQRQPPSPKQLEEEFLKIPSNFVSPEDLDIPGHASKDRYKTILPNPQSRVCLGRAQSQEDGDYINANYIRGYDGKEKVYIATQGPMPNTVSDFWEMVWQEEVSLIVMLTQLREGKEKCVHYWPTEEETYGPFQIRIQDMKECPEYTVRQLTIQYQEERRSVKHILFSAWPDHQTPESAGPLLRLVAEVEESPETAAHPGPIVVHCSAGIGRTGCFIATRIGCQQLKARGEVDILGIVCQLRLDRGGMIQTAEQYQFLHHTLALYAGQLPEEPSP
Numbers without * were called inactive; i = inactive; nt = no result given. This is a random part of the collection. Share with any hit: about 0.83%.

SMILES | BAP1 inh | HePTP inhibitor
CN(C)/C=C1\N=C(c2ccc([N+](=O)[O-])cc2)OC1=O | nt | -9
Cc1ccc(-n2c(SCC(=O)NCc3ccco3)nc3sc(C)c(C)c3c2=O)cc1 | 95 | -1
CC(C)(C)NC(=O)c1cc(-c2ccc(Cl)cc2)nc2ccccc12 | nt | 4
CCCC(=O)N1CCN(C2=NS(=O)(=O)c3ccccc32)CC1 | 97 | 3
Cc1ccc2c(c1)-c1cc(C)nn1C(c1sccc1C)N2 (stereo not drawn) | nt | 5
Cc1cccc(OCC(=O)Nc2ccc(S(=O)(=O)Nc3nccs3)cc2)c1C | nt | -5
CC1(CC(=O)O)SC(=O)NC1=O (stereo not drawn) | 90 | -10
CS(=O)(=O)N(CC(=O)N1CCN(c2ccccc2F)CC1)c1cc(C(F)(F)F)ccc1Cl | nt | 2
CCN(CC)c1ccc(N=Cc2cccc(O)c2O)cc1 | nt | -5
CCC(C(=O)Nc1ccc(S(=O)(=O)NC(C)=O)cc1)c1ccccc1 (stereo not drawn) | nt | 7
O=C(NCc1ccco1)c1cnccn1 | 102 | 8
OC(CNCc1ccccc1)(c1ccc(Cl)cc1)c1ccc(Br)cc1 (stereo not drawn) | nt | 1
CC12CCC(C(=O)N3CCN(Cc4ccccc4)CC3)(OC1=O)C2(C)C (stereo not drawn) | 87 | -1
Cn1cccc1Cc1nnc(SCC(=O)N2CCCCCC2)n1CCc1ccccc1 | 99 | 8
Cc1cc(C)c2nc(NC(=O)c3ccco3)sc2c1 | nt | 6
O=c1/c(=C/c2ccc(Cl)cc2)sc2nc3cc(Br)cnc3n12 | nt | -13
C=C(C)C1CC=C(C)/C(=N/NC(N)=O)C1 (stereo not drawn) | nt | -6
O=C(O)C1CCCN(CCC=C(c2ccccc2)c2ccccc2)C1 (stereo not drawn) | 93 | nt
COc1ccc(CSCC(=O)NC2CCCCC2)cc1 | nt | 5
CCN(Cc1ccccc1)C(=O)CCCOc1ccccc1 | 121 | 3
CCCCCSc1nnc2c(n1)OC(c1cccn1C)N(C(C)=O)c1ccccc1-2 (stereo not drawn) | 108 | 3
CN(C)c1ccc(C(=S)N2CCCCC2)cc1 | nt | -8
Cc1cc(C)nc(N2CCC(C(=O)NCC3CCCCC3)CC2)n1 | 108 | -2
CCn1c(Cc2ccccc2)nnc1SCC(=O)Nc1nc2ccccc2s1 | 70 | 13
COc1ccc(C(=O)NC(=S)Nc2cccc([N+](=O)[O-])c2)cc1 | nt | -13
CCCc1noc(-c2ccc(-c3ccccc3)cc2)n1 | 95 | 7
COc1ccc(-n2c(C)cc(C(=O)CSc3nn4c(=O)c(C(C)(C)C)nnc4s3)c2C)cc1 | nt | 9
CCOc1cccc(C2NC(=O)NC(C)=C2C(=O)OCC(Cl)(Cl)Cl)c1 (stereo not drawn) | 62 | -8
CCCCn1c2ccccc2n2c(C(=O)OC)c(C)nc12 | nt | -4
COc1ccc(-c2ccc(/C=C/c3cc(C(F)(F)F)[nH]c(=O)n3)o2)c([N+](=O)[O-])c1 | nt | 2

The closing 7 compounds of the section before come first, to join the parts:
SMILES | BAP1 inh | HePTP inhibitor
CCn1c(Cc2ccccc2)nnc1SCC(=O)Nc1nc2ccccc2s1 | 70 | 13
COc1ccc(C(=O)NC(=S)Nc2cccc([N+](=O)[O-])c2)cc1 | nt | -13
CCCc1noc(-c2ccc(-c3ccccc3)cc2)n1 | 95 | 7
COc1ccc(-n2c(C)cc(C(=O)CSc3nn4c(=O)c(C(C)(C)C)nnc4s3)c2C)cc1 | nt | 9
CCOc1cccc(C2NC(=O)NC(C)=C2C(=O)OCC(Cl)(Cl)Cl)c1 (stereo not drawn) | 62 | -8
CCCCn1c2ccccc2n2c(C(=O)OC)c(C)nc12 | nt | -4
COc1ccc(-c2ccc(/C=C/c3cc(C(F)(F)F)[nH]c(=O)n3)o2)c([N+](=O)[O-])c1 | nt | 2
Cc1nc(SCCC(=O)O)c2ccccc2n1 | 93 | -5
COc1ccccc1N1C(=O)/C(=C\c2ccc(Cl)cc2Cl)SC1=S | nt | -2
COc1cc(NC(=O)c2ccc(Cl)cc2Cl)cc(OC)c1 | nt | 5
CC(C)(C)NC(=O)c1cc2nc3c(c(C(F)(F)F)n2n1)CCc1ccccc1-3 | 88 | nt
Cc1ccc2cc(CN(CCN3CCOCC3)Cc3nnnn3Cc3ccco3)c(=O)[nH]c2c1C | 77 | 12
O=C(NCCCc1ccccc1)c1cccc(F)c1 | nt | 2
CCOc1ccc(N2C(=O)NC(=O)/C(=C\c3ccccc3OC)C2=O)cc1 | nt | 8
CCn1cc(CNC(=O)C2C3CCC(C3)C2C(=O)O)cn1 (stereo not drawn) | 98 | 7
Cc1nc2ccccn2c1C(=O)N/N=C/c1ccccc1 | nt | 8
Cc1ccc(N2C(=O)/C(=C/c3ccccc3C(=O)O)SC2=S)c(C)c1 | nt | -10
Cc1ccc(C)c(-n2c(N)c(C(N)=O)sc2=S)c1 | 78 | -2
CCn1c(SCc2ccccc2Cl)nc2c1c(=O)[nH]c(=O)n2C | 72 | nt
CCCC(=O)NCCc1cc2c(C)ccc(C)c2[nH]c1=O | 84 | 9
c1ccc(-c2cnn3nnnc3n2)cc1 | nt | -1
COC(=O)C(C)Sc1ccc2nnc(-c3cccc(F)c3)n2n1 (stereo not drawn) | 96 | 5
C/C(CC(C)C)=N\NC(=O)C(O)(c1ccccc1)c1ccccc1 | nt | -8
OCCCc1nc2n(n1)C(c1cccs1)C=C(c1ccccc1)N2 (stereo not drawn) | nt | 7
OCCCc1nc2ccccc2n1CCc1ccccc1 | 166 | 3
COc1cccc(OC)c1OCCN1CCN(C(=O)c2ccco2)CC1 | 83 | 7
CCOC(=O)c1c(C)oc2c1c(C=NCC1CCCO1)c(O)c1ccccc12 (stereo not drawn) | 92 | -8
COc1ccc(CC(=O)Nc2ccc(S(=O)(=O)N3CCCCCC3)cc2)cc1 | nt | -4
CCCCOC(=O)C(C)Oc1ccc(=O)n(-c2ccccc2)n1 (stereo not drawn) | 104 | -14
O=C(COc1ccc2ccccc2c1)Nc1cc([N+](=O)[O-])ccc1F | nt | 5
COc1cc(C)nc(Oc2ccc(=O)[nH]n2)n1 | 71 | 1
O=C(OCC(=O)c1ccc(S(=O)(=O)N2CCCC2)cc1)C1=COCCO1 | nt | 7
Cc1ccc(-n2c(=O)cc(NCc3cccnc3)[nH]c2=O)cc1 | 97 | -4
O=S(=O)(Nc1ccc(N2CCOCC2)nn1)c1ccccc1 | nt | -1
O=C(c1ccc([N+](=O)[O-])cc1Cl)N1CCN(c2ccccn2)CC1 | nt | 4
CC1=NN(c2ccccc2)C(=O)/C1=C\c1cn(CCC#N)nc1-c1ccc(C)o1 | nt | 8
O=C(Nc1cnccn1)c1cccs1 | 94 | 3
CCOC(=O)CCCNC(=O)COc1ccccc1C#N | 113 | 4
O=C(Nc1ccc2nc(-c3ccc(O)cc3)sc2c1)C1CCCCC1 | nt | -5
O=C(OCc1ccc2c(c1)OCO2)c1ccc(S(=O)(=O)N2CCCC2)cc1 | 88 | 3
N#Cc1c(-c2ccccc2)cc(-c2ccco2)c(C#N)c1N | nt | -1
Cc1ccc(S(=O)(=O)NCCNC(=O)c2ccccc2)cc1 | 118 | 12
CCOC(=O)C1=Nc2ccccc2C1=[N+]=[N-] | 55 | 6
O=C1c2ccccc2C(=O)N1CCn1c(=O)oc2ccccc21 | 88 | 4
CCOC(=O)C1CCCN(C(=O)Nc2cccc(Cl)c2)C1 (stereo not drawn) | 71 | 9
CCOC(=O)CNC(=O)c1ccc2[nH]c3c(c2c1)CCCC3 | 93 | -1
O=C1C=C(NNC(=O)c2ccncc2)CC(c2ccco2)C1 (stereo not drawn) | nt | 4
Cc1cc(C)nc(N(C#N)CCOc2ccccc2)n1 | 114 | 9
O=C(Cn1nnc(-c2ccc(CN3CCOCC3)cc2)n1)N1CCCc2ccccc21 | 72 | 6
O=C(C1CCCN(S(=O)(=O)c2cccc3nsnc23)C1)N1CCc2ccccc21 (stereo not drawn) | 93 | -10
COCCOC(=O)C1=C(C)NC2=C(C(=O)CC(C)(C)C2)C1c1cccc(Cl)c1 (stereo not drawn) | nt | -19
CCOc1ccc(-c2nnc3sc(-c4c(OC)cccc4OC)nn23)cc1 | 88 | 13
O=C(CCNc1ccc2ccccc2c1)c1ccc(Cl)c(Cl)c1 | nt | -1
O=C(Nc1nnc(-c2ccc(Cl)cc2)o1)C1CCCCC1 | 99 | 5
O=C1Nc2c(S(=O)(=O)N3CCOCC3)cc(S(=O)(=O)N3CCOCC3)c3cccc1c23 | nt | -3
Cc1ccc2[nH]c3c(c2c1)CN(C(=O)CN1CCN(c2ccccn2)CC1)CC3 | 140 | 0
O=C(CSc1nnc(Cc2ccccc2)o1)NCCc1ccccc1 | 90 | 37

The listing continues.
SMILES | BAP1 inh | HePTP inhibitor
C=CCc1ccccc1OCCOc1c(I)cc(/C=C2/SC(=S)N(C)C2=O)cc1OC | nt | -20
COc1ccc(-c2noc(CCC(=O)N(C)c3cccc(C)c3)n2)cc1 | 113 | 4
O=C(NCc1cccnc1)c1nn2c(C(F)(F)F)cc(-c3cccs3)nc2c1Cl | nt | 6
Cc1cccc(OCCNC(=O)c2ncn[nH]2)c1 | 95 | 4
Cc1nnc(SCc2nnc(-c3ccccc3Br)o2)n1-c1ccccc1 | 95 | 7
Cc1cc(C(=O)OCc2nc3ccccc3s2)c(C)o1 | 85 | 5
COc1ccc(C)cc1NC(=O)c1[nH]c(C)c(C(C)=O)c1C | 96 | -4
CCN1C(=O)/C(=C/c2c(Cl)cccc2Cl)SC1=S | nt | 8
CCOCCn1c(CN2CCC(Cc3ccccc3)CC2)nc2c1c(=O)n(C)c(=O)n2C | 95 | 6
O=C(Nc1ccc(Cl)cc1)C1CC(=O)N(c2cccc([N+](=O)[O-])c2)C1 (stereo not drawn) | nt | 6

Taken from above:
Reading of O=C(Nc1ccc(Cl)cc1)C1CC(=O)N(c2cccc([N+](=O)[O-])c2)C1 (stereo not drawn) under HePTP inhibitor: 6
Reading of Cc1nnc(SCc2nnc(-c3ccccc3Br)o2)n1-c1ccccc1 under BAP1 inh: 95
Reading of Cc1cccc(OCCNC(=O)c2ncn[nH]2)c1 under HePTP inhibitor: 4
Reading of CCN1C(=O)/C(=C/c2c(Cl)cccc2Cl)SC1=S under HePTP inhibitor: 8
Reading of Cc1cc(C(=O)OCc2nc3ccccc3s2)c(C)o1 under HePTP inhibitor: 5
Reading of CCOCCn1c(CN2CCC(Cc3ccccc3)CC2)nc2c1c(=O)n(C)c(=O)n2C under HePTP inhibitor: 6

Next part.
SMILES | BAP1 inh | HePTP inhibitor
O=C(N1CCOCC1)N1CCN(c2ccccc2)CC1 | nt | -6
Cc1cc2oc(=O)cc(CN3CCN(Cc4ccccc4)CC3)c2cc1Cl | 115 | 2
N/C(=N\OC(=O)CCc1ccccc1)c1ccc(Cl)cc1 | nt | -9
Cc1c(C)c2cc(Cl)c(O)c(CN3CCN(C)CC3)c2oc1=O | i | 2
O=C(Nc1ccc(F)cc1)C1CCCN(S(=O)(=O)c2cccc3cccnc23)C1 (stereo not drawn) | 96 | 3
COC(=O)CCCN1C(=O)/C(=C/c2ccc(OC)cc2)SC1=S | nt | 8
Cc1ccc(N2C(=O)CSC2c2ccc(Cl)cc2)cc1 (stereo not drawn) | nt | -1
Cc1ccc(C(=O)NCCCNCCCN(C)C)cn1 | 113 | -2
CCOC(=O)C1CCN(S(=O)(=O)c2ccc(-n3cnnn3)c(C)c2)CC1 | 107 | 6
CCCCCC(=O)N1CCN(CCN=CC2=C(O)CC(c3ccc(OC)c(OC)c3)CC2=O)CC1 (stereo not drawn) | 117 | 5

Profiles from above:
c1ccc(-c2cnn3nnnc3n2)cc1 is listed as BAP1 inh: nt; HePTP inhibitor: -1
Cc1ccc(N2C(=O)/C(=C/c3ccccc3C(=O)O)SC2=S)c(C)c1 is listed as BAP1 inh: nt; HePTP inhibitor: -10

More structures
SMILES | BAP1 inh | HePTP inhibitor
C=CCN1C(=O)/C(=C\c2cc(C)n(-c3ccc([N+](=O)[O-])cc3)c2C)SC1=S | nt | 10
CCn1c(COc2ccccc2C)nnc1SCC(=O)N1CCCCC1 | 99 | 7
Cc1nc2ccc(NC(=O)C3CCN(S(=O)(=O)c4cccs4)CC3)cc2s1 | 86 | 11
O=C1N=c2ccc(Cl)cc2=C1c1sc(NS(=O)(=O)Cc2ccccc2)nc1O | nt | 7
Cc1ccc(S(=O)(=O)Nc2ccc(S(=O)(=O)N3CCOCC3)cc2)cc1 | nt | -21
Clc1ccc(-c2ncnn2-c2cccc(Cl)c2)cc1 | nt | -4
CC(C)(C)c1cc(Br)ccc1OCC(=O)Nc1ccc2c(c1)OCCO2 | nt | 2
COC(=O)c1ccccc1NC(=S)NC(NC(=O)c1ccc(F)cc1)C(Cl)(Cl)Cl (stereo not drawn) | nt | -8
N#C/C(=C/c1ccco1)c1nc(-c2cc3ccccc3oc2=O)cs1 | nt | -7
CN1CCN(C(=O)C2(NC(=O)Nc3cccc(F)c3)CCCCC2)CC1 | 107 | 3
O=c1nc(/C=C/c2ccc(N3CCCC3)cc2)cc(C(F)(F)F)[nH]1 | nt | -5
Cn1c(Cc2csc(N)n2)nnc1SC/C=C/c1ccccc1 | 99 | 0
CC(=O)Nc1ccc(NC(=O)c2ccco2)c(C)c1 | nt | -1
Cc1cccc(C2OC3(C(=O)c4ccccc4C3=O)C3C(=O)N(c4ccccc4Br)C(=O)C23)c1 (stereo not drawn) | nt | -2
CCN(CC)S(=O)(=O)c1ccc(Nc2cc(C)nc3ncnn23)cc1 | 99 | 3
CN(C)c1ccc2c(O)cc(=O)n(C)c2c1 | nt | 12
O=C(NCc1ccccn1)c1ccccc1Oc1ccccc1 | nt | -12
CCCCNC(=O)C1CCCN1C(=O)Nc1cccc(OC)c1 (stereo not drawn) | 103 | 2
COc1ccc2nc(NC(=O)NC34CC5CC(CC(C5)C3)C4)sc2c1 | 71 | -2
COc1ccc(CCNC(=O)NC(C(F)(F)F)C(F)(F)F)cc1OC | 131 | 3
